# Compound activity as filed in PubChem BioAssay.
# IDE cell inh = human IDE inhibitors in live cells, primary screen, fluorescence polarization, HEK cells, FAbetaB substrate | Insulin-degrading enzyme (Homo sapiens), P14735 | FAbetaB cleavage | inhibition, % at 5.59 µM | 320,000 compounds, 0.41% hits | AID 434962, 2010;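 active = percent inhibition above the average of all tested compounds plus 3 SD, set per screening campaign, cut at about 16% in these data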;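 note: IDE supplied by intact live HEK cells; FP after avidin binding of uncleaved biotin substrate so inhibition keeps polarization high; 0% = DMSO wells and 100% = 60 µM reference IDE inhibitor Ii1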
# Target sequence (P14735 whole entry, looked up): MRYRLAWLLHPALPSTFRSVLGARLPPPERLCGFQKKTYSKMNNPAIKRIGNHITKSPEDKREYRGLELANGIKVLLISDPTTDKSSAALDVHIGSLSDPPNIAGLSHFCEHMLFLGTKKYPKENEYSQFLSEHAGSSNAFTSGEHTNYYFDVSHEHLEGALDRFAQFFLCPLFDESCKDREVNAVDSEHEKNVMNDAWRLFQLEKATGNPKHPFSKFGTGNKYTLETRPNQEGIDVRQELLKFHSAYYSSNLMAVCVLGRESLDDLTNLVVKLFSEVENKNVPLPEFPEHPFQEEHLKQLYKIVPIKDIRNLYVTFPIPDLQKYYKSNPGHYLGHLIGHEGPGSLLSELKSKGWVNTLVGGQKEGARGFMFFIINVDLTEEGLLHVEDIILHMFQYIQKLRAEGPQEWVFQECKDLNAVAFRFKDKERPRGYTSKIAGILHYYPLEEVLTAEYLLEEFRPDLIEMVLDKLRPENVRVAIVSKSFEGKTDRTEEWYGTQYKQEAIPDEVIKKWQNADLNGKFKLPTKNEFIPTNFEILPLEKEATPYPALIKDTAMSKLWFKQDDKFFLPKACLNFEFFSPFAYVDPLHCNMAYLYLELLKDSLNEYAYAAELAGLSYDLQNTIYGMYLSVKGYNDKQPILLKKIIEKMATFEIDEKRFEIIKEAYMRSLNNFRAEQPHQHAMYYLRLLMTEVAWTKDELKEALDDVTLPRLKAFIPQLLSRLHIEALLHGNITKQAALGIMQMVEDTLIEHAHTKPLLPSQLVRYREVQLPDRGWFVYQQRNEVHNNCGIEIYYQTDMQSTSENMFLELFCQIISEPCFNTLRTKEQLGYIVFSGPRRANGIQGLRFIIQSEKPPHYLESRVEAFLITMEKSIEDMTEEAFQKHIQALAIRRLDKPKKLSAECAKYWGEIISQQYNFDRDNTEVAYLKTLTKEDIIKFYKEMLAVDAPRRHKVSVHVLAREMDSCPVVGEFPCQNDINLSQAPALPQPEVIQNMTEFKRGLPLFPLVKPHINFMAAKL
# IDE act = human IDE activators in live cells, primary screen, fluorescence polarization, HEK cells, FAbeta-B substrate | Insulin-degrading enzyme (Homo sapiens), P14735 | FAbeta-B cleavage; 0% vehicle, 100% cell-free pure enzyme wells | activation, % at 5.96 µM | 340,000 compounds, 0.073% hits | AID 493087, 2011;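 active = activation above the mean of all tested compounds plus 3 SD, set per screening campaign, cut at about 17% in these data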
# * marks the source's active call; other numbers are inactive results; . = not tested or not shown. An excerpt; the hit share may differ from the screen's.
SMILES,IDE cell inh,IDE act
C=CC1CN2CCC1CC2C(O)c1ccnc2ccc(OC)cc12 (stereo not given),.,1
Oc1ccc2c(c1)OCC1(O)Cc3cc(O)c(O)cc3C21 (stereo not given),.,34*
CCCCNc1ccc(C(=O)OCCOCCOCCOCCOCCOCCOCCOCCOCCOC)cc1,8,4
NOCC(=O)O,2,1
COc1cc(-c2oc3cc(O)cc(O)c3c(=O)c2O[C@@H]2O[C@H](COC3O[C@@H](C)[C@H](O)[C@@H](O)[C@H]3O)[C@@H](O)[C@H](O)[C@H]2O)ccc1O (stereo not given in full),-1,3
COC(=O)C1=CO[C@@H](O[C@@H]2O[C@H](CO)[C@@H](O)[C@H](O)[C@H]2O)C2C1C[C@H](O)[C@@H]2C (stereo not given in full),1,7
Oc1cc2c(cc1O)[C@H]1c3ccc(O)c(O)c3OC[C@@]1(O)C2,1,-14
COc1ccccc1N1CCN(CCCN=C2CC(=O)N(C)C(=O)N2C)CC1,3,5
C[N+]1(C)CCC(=C(c2ccccc2)c2ccccc2)CC1,7,1
Cc1c(C(=O)O)c(O)cc2c1C(=O)c1c(O)c([C@@H]3O[C@H](CO)[C@@H](O)[C@H](O)[C@H]3O)c(O)c(O)c1C2=O,-3,2

# Reprinted from the part before: 3 entries; new compounds follow.
SMILES,IDE cell inh,IDE act
COc1ccccc1N1CCN(CCCN=C2CC(=O)N(C)C(=O)N2C)CC1,3,5
C[N+]1(C)CCC(=C(c2ccccc2)c2ccccc2)CC1,7,1
Cc1c(C(=O)O)c(O)cc2c1C(=O)c1c(O)c([C@@H]3O[C@H](CO)[C@@H](O)[C@H](O)[C@H]3O)c(O)c(O)c1C2=O,-3,2
COc1cc([C@@H]2Oc3cc(C4Oc5cc(O)cc(O)c5C(=O)[C@H]4O)ccc3O[C@H]2CO)ccc1O (stereo not given in full),2,5
N[C@@H](Cc1c[nH]c2ccc(O)cc12)C(=O)O,-2,-4
COc1ccc(-c2cc(=O)c3c(O)cc(OC4OC(COC5OC(C)C(O)C(O)C5O)C(O)C(O)C4O)cc3o2)cc1O (stereo not given),1,-1
CC1(C)O[C@H]2CC(=O)OC[C@@]23C1CC(=O)[C@]1(C)C3CC[C@@]2(C)[C@H](c3ccoc3)OC(=O)[C@H]3O[C@]321 (stereo not given in full),-2,2

# Ordered by value in IDE cell inh (lowest first): some entries from above.
SMILES | IDE cell inh
Cc1c(C(=O)O)c(O)cc2c1C(=O)c1c(O)c([C@@H]3O[C@H](CO)[C@@H](O)[C@H](O)[C@H]3O)c(O)c(O)c1C2=O | -3
CC1(C)O[C@H]2CC(=O)OC[C@@]23C1CC(=O)[C@]1(C)C3CC[C@@]2(C)[C@H](c3ccoc3)OC(=O)[C@H]3O[C@]321 (stereo not given in full) | -2
Oc1cc2c(cc1O)[C@H]1c3ccc(O)c(O)c3OC[C@@]1(O)C2 | 1
CCCCNc1ccc(C(=O)OCCOCCOCCOCCOCCOCCOCCOCCOCCOC)cc1 | 8

# A draw from above in order of SMILES length, high to low.
SMILES,IDE cell inh,IDE act
COc1ccc(-c2cc(=O)c3c(O)cc(OC4OC(COC5OC(C)C(O)C(O)C5O)C(O)C(O)C4O)cc3o2)cc1O (stereo not given),1,-1
C[N+]1(C)CCC(=C(c2ccccc2)c2ccccc2)CC1,7,1
N[C@@H](Cc1c[nH]c2ccc(O)cc12)C(=O)O,-2,-4
